High-throughput results deposited in PubChem by The Scripps Research Institute Molecular Screening Center.
DDE Tn6 FP inh: disrupts Tn6 cyclic peptide binding to fibrin D-Dimer-E complex. P02675. Fibrin DD(E) TRITC-Tn6 fluorescence polarization displacement. inhibition, % at 8.3 µM. 370,000 compounds, 0.21% hits;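 active = inhibition above a per-campaign cutoff: mean of compounds within control limits plus 3 SD, cut at about 15% in these data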;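 note: 0% = median of all compound wells on the plate and 100% = blocking peptide control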
DDE Tn7 FP inh: DD(E)-Tn7 binding inhibition, primary FP screen | FP displacement of FITC-Tn7 peptide from fibrin DD(E); 0% = median of compound wells per plate | inhibition, % at 8.3 µM | P02675 | 370,000 compounds, 0.13% hits;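 active = inhibition above the mean of compounds falling within the control limits plus 3 SD of them, cut at about 14% in these data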;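 note: 0% = plate median of compound wells and 100% = 10 µM Aha-Tn7 peptide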
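Test system: human clot-derived fibrin DD(E) complex / Quantity: 2 µM final DD(E) protein / Incubation: 10 min plus 3 h, room temperature / Measured by: fluorescence polarization / Benchmarks: high control of 10 µM Aha-Tn7 peptide / Replicates: singlicate testing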
proKLK7 act: proKLK7 (human) activation, primary screen; P49862; purified proKLK7, EDANS-DABCYL substrate fluorescence; 100% is mature enzyme control, 0% vehicle; activation, % at 7 µM; 370,000 compounds, 0.9% hits; AID 652039;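 active = activation above the mean of all tested compounds plus 3 SD, computed per campaign excluding outliers beyond control limits, cut at about 13% in these data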
PLCg1 inh: PLC-gamma1 (human) inhibition, primary screen | P19174 | purified PLC-gamma1, fluorogenic substrate, fluorescence | 370,000 compounds, 0.84% hits | inhibition, % at 12.2 µM; in the data active = inhibition above about 9.5%
ARFGAP1 inhibitor: inhibits rat ARF GTPase activating protein 1; inhibition, % at 16.5 µM; Arfgap1-stimulated ARF1 GTP hydrolysis, GDP FP detection; 360,000 compounds, 0.26% hits;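 active = inhibition above a per-plate limit, mean inhibition of low control wells plus 3 SD, cut at about 25% in these data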;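 note: 0% = DMSO wells with enzyme and 100% = wells lacking Arfgap1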
Target sequence (Q62848 1-136 limits assumed): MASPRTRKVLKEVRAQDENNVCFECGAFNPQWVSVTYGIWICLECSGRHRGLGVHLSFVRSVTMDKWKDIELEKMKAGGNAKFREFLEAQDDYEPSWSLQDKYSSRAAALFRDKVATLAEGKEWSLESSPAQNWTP
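Assay system: Rat Arfgap1 GAP domain (His6, aa 1-136), purified enzyme | Buffer or medium: HEPES 25 mM pH 7.5, NaCl 150 mM, MgCl2, DTT | Schedule: GTP hydrolysis reaction 2 h at 25 °C | Signal: FP of antibody-bound GDP Alexa 633 tracer, ex 620/em 688 nm | Measure: Percent inhibition of Arfgap1-stimulated GTP hydrolysis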
PLC-beta3 inh: PLC-beta3 (human) inhibition, primary screen. Purified PLC-beta3, fluorogenic substrate, fluorescence. 370,000 compounds, 0.18% hits. inhibition, % at 12.2 µM. AID 720704. Q01970; in the data active = inhibition above about 11%;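 note: 0% = median of compound wells on plate and 100% = full blocker control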
UHRF1 MBD2 ctr: UHRF1 methyl-DNA binding inhibition; Q96T88; UHRF1 binding to methylated oligo, TR-FRET; inhibition, % at 4.4 µM; 370,000 compounds, 0.75% hits; AID 687016; in the data active = inhibition above about 21%;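 note: UHRF1 SRA domain binding a hemimethylated CpG hairpin DNA probe; 0% = median of test compound wells and 100% = reference inhibitor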
ADAM17 inh: ADAM17 inhibition, QFRET primary screen; recombinant ADAM17, EDANS/DABCYL FRET peptide cleavage; P78536; inhibition, % at 6.95 µM; 370,000 compounds, 0.83% hits;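 active = inhibition above the mean of compounds lying between control limits plus 3 SD, set per campaign, cut at about 8.5% in these data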;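 note: 0% = DMSO-only wells as the low control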
MBD2 inh: MBD2-methylated oligo binding inhibition; inhibition, % at 4.4 µM; 370,000 compounds, 0.31% hits; AID 686964; TR-FRET, MBD2 binding to methylated oligonucleotide; in the data active = inhibition above about 13%
Target sequence (Q9UBB5 whole entry, looked up): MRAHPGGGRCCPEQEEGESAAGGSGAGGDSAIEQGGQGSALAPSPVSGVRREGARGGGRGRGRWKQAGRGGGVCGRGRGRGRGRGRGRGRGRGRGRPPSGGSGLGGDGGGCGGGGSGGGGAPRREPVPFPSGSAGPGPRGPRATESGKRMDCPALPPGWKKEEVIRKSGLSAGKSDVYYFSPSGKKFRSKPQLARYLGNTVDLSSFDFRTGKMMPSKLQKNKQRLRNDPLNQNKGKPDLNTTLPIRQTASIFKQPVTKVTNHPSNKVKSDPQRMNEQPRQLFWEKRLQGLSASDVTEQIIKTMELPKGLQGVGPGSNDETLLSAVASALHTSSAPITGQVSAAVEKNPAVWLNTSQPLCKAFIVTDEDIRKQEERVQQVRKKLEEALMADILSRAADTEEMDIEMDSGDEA
ASAP1 inh: blocks human ASAP1-stimulated Arf1 GTP hydrolysis. inhibition, % at 16.5 µM. 360,000 compounds, 0.19% hits. GDP FP detection. Q9ULH1; in the data active = inhibition above about 25%;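 note: 0% = vehicle with enzyme and substrate and 100% = no enzyme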
Target sequence (Q9ULH1 325-724 limits assumed): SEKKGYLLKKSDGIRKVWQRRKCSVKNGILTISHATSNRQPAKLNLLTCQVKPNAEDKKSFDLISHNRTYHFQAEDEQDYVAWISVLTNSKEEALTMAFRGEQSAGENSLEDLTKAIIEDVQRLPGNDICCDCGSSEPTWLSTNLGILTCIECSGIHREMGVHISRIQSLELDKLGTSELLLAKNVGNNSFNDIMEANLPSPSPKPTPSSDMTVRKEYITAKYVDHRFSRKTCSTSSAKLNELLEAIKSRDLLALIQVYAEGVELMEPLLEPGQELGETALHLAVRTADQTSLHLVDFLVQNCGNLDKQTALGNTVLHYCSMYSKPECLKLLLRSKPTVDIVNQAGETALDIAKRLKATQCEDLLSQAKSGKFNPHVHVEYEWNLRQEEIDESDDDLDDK
The depositor's hits bear a star; i = inactive; / = not tested or not shown.

SMILES	DDE Tn6 FP inh	DDE Tn7 FP inh	proKLK7 act	PLCg1 inh	ARFGAP1 inhibitor	PLC-beta3 inh	UHRF1 MBD2 ctr	ADAM17 inh	MBD2 inh	ASAP1 inh
O=C(NCc1ccccc1)c1ccc(F)c(S(=O)(=O)N2CCOCC2)c1	-2	3	0.0	-2	-4	-1	-2	-15	3	-3
COCCCNc1nc2ccccc2nc1NS(=O)(=O)c1ccc(OC)cc1	-1	3	4.2	-92	-3	-131	2	-118	4	7
COc1ccc(-c2cc(C(F)(F)F)nc(NC3CCCC3)n2)cc1OC	-5	0	-2.0	-59	7	-79	1	-23	-3	2
CN(CC(=O)Nc1ccccc1Cl)C(=O)c1cccc(S(=O)(=O)N2CCN(c3ccc(F)cc3)CC2)c1	2	0	1.0	2	1	-10	0	-22	-5	-11
Cc1ccc(/C=N/Nc2nc(N3CCCCC3)nc(N3CCCCC3)n2)o1	2	-1	0.2	2	-3	-2	0	0	3	4
CC(NS(=O)(=O)c1ccc(Br)cc1)C(=O)NC1CCCCCC1 (configuration not stated)	2	9	0.8	2	12	-9	2	-3	0	-19
Nc1ccc(C(=O)N2CCN(S(=O)(=O)c3ccc(Cl)s3)CC2)cc1[N+](=O)[O-]	4	5	0.7	-2	3	-7	0	2	-3	2
COc1ccccc1CN1CCN(Cc2nc(Cc3ccccc3)no2)CC1	-2	-1	-0.1	0	2	2	-1	0	-2	-12
COc1cccc(CN2CCC(C(=O)N3CCN(c4ccccc4F)CC3)CC2)c1OC	2	-6	0.6	6	7	10	2	1	-6	-1
COc1ccc(-c2ccc(C(=O)NCC3CC3)c3occc23)c(C)c1	8	-2	-3.4	-29	5	-41	5	-30	6	10
Cc1ccc2nc(N3C(=O)C(O)=C(C(=O)c4ccco4)C3c3ccc(O)cc3)sc2c1 (configuration not stated)	-7	-2	-0.6	-69	1	-126	1	-6	1	14
CCn1cc(C(=O)NCCC(=O)NCCO)c(=O)c2cc3c(cc21)OCO3	4	0	0.3	-4	1	-12	0	-11	-5	3
Cc1ccc(CC(=O)NCCC(=O)O)cc1	-3	-5	-0.1	3	10	-3	2	1	-2	4
COc1ccc(C(=O)NCCc2cccc(Cl)c2)cc1OC1CCN(C(C)=O)CC1	3	-6	0.5	4	-2	-7	-1	-1	-4	4
O=P(OC1CCCCC1)(OC1CCCCC1)C(O)c1ccccc1 (configuration not stated)	3	2	0.0	0	7	0	1	-3	3	-1
CC(=O)Nc1ccc(-c2csc(NCc3ccccc3)n2)cc1	-7	6	0.5	4	6	-12	1	0	-1	9
CC1(C)CC(=O)c2cc(C(=O)NCc3ccco3)c(=O)n(-c3ccc(Cl)cc3)c2C1	1	-2	0.1	7	5	4	-3	0	2	-8
C/C(CC(O)(/C=N/O)c1ccccc1)=N\O (configuration not stated)	9	-3	-0.3	-2	-19	4	-3	-3	-3	-11
O=C(CCSc1nnc2ccccn12)Nc1ccc(F)cc1	-14	-2	0.6	-5	-2	-6	0	-9	10	-4
COc1ccc(-c2cc(CNC(C)=O)on2)cc1	-1	8	0.1	2	-6	-1	-1	-4	-1	2
CC12CCC(=O)N1C(C(=O)NCc1ccc(Cl)cc1Cl)CS2 (configuration not stated)	-1	5	0.1	0	11	-9	-3	0	-11	-10
CCC(C)c1ccc(S(=O)(=O)N2CCN(S(=O)(=O)c3ccc(NC(C)=O)cc3)CC2)cc1 (configuration not stated)	2	1	0.5	-1	-6	-3	-2	0	-2	-2
NC(=O)CSc1nnc(-c2ccccc2)c(-c2ccccc2)n1	-2	-4	-0.6	1	-5	-3	-3	-4	-2	2
COc1cc(-c2nc3cnccn3c2Nc2ccccc2)ccc1O	2	2	7.6	i	9	i	-5	-63	-6	22
Cc1nc(-c2ccc(S(=O)(=O)NCC3CCN(C(=O)OC(C)(C)C)CC3)s2)cs1	2	3	1.1	-1	3	-9	4	-1	-5	-9
Additional records follow:
SMILES	DDE Tn6 FP inh	DDE Tn7 FP inh	proKLK7 act	PLCg1 inh	ARFGAP1 inhibitor	PLC-beta3 inh	UHRF1 MBD2 ctr	ADAM17 inh	MBD2 inh	ASAP1 inh
Cc1ccc(C2(C)NC(=O)N(CC(=O)Nc3cc(S(=O)(=O)N4CCOCC4)ccc3OC(C)C)C2=O)cc1 (configuration not stated)	2	-5	0.1	1	-2	-5	-1	2	3	11
COc1cc(C(=O)n2cnc3ccccc32)c([N+](=O)[O-])cc1OC	2	0	0.0	2	2	-7	-2	-1	-1	-1
COc1cccc(CCNS(=O)(=O)c2c(C)n[nH]c2C)c1	0	3	0.4	1	/	0	0	0	1	/
N#Cc1ccc(NC(=O)C2CC(c3ccc(F)cc3)=NO2)cc1 (configuration not stated)	-3	-2	0.1	0	3	3	-3	-5	-1	1
COc1cc(C(=O)OCc2cc(=O)oc3c(C)c(C)ccc23)ccc1OC(F)F	4	5	0.4	-1	2	-4	0	-1	-8	-1
Cc1cccc(-c2noc(CN(C(=O)/C=C/c3ccccc3Cl)C(C)C)n2)c1	-3	-1	0.0	3	1	-1	-3	3	-1	12
CCCCCC(=O)N1C[C@H](O)[C@@H](n2cc(COC(=O)c3ccccc3)nn2)C[C@@H]1c1ccc(Cl)cc1	-4	4	-0.1	1	-2	0	15	1	9	0
O=C(C[C@@H]1C/C=C\CCCC(=O)OC[C@@H](c2ccccc2)NC1=O)NCCO	0	-4	-0.6	0	-6	5	0	3	-4	9
CC(=O)Nc1ccc(/C=N/Nc2ccc(C(=O)c3c(C)cc4ccccn34)cc2[N+](=O)[O-])cc1	13	4	-0.4	-1	11	-5	2	0	-5	6
C=CC[C@H]1Cc2c(cccc2[N+](=O)[O-])[C@H](CC=C)N1	-6	0	0.1	-14	3	-17	6	-3	2	3
CCCn1nnc(NC(=O)c2ccc(Cl)cc2Cl)n1	4	7	0.6	0	13	2	-2	-1	1	-8
FC(F)(F)c1cc(CCN2CCNC[C@@H]2c2ccccc2)cc(C(F)(F)F)c1	2	-1	-0.7	-4	-1	-5	-3	-5	2	-15
COc1ccc(CCNS(=O)(=O)c2cc3c4c(c2)CCN4C(=O)CC3)cc1	8	-4	0.2	2	1	0	2	-4	1	0
COc1cccc(C(=O)N[C@@H](C)C(=O)N2CCC3(CC2)NCCc2[nH]cnc23)c1	3	-5	-0.4	1	-3	-5	-1	-2	-1	11
COc1ccc(C2(c3ccc(OC)cc3)NC(=O)N(CC(=O)Nc3cc(C)on3)C2=O)cc1	-1	3	0.8	0	9	0	-3	3	-11	3
CCC(C(=O)NCc1ccco1)N(C(=O)CNS(=O)(=O)c1ccc(C)cc1)c1ccccc1OC (configuration not stated)	-2	5	0.7	0	1	1	-3	-4	0	-3
O=C(NNC(=O)c1cccnc1)c1ccncc1	-1	4	-0.3	4	-4	-3	0	-1	-4	-9
CCN(CC)CCC(c1ccc2c(c1)OCO2)c1c(O)cc(OC)cc1OC (configuration not stated)	1	-2	-0.9	0	9	-1	2	1	0	0
Cc1noc(C)c1CSCC(=O)Nc1cc(S(=O)(=O)N2CCOCC2)ccc1OCC(F)(F)F	0	-1	-0.3	0	-2	-6	-2	-2	1	-3
COc1ccccc1-c1ccc(SCC(=O)NCCc2ccccc2)nn1	0	4	-0.2	-2	-4	-8	0	-5	-3	6
Cc1nccn1CCOc1ccccc1Cl	-7	-6	-0.2	10*	-1	1	0	6	-8	0
CC(C)C(=O)N(Cc1cc2ccccc2[nH]c1=O)C(C)C	-5	1	0.3	4	-4	4	0	-4	3	6
CC(C)CCOc1cccc(OCC(=O)NC2CCS(=O)(=O)C2)c1 (configuration not stated)	1	-4	0.0	9	-14	-1	1	2	-4	1
O=c1[nH]c(=S)[nH]c2scc(-c3ccc(Br)cc3)c12	-13	3	0.6	-2	-1	-7	2	3	-2	4
COc1ccccc1NC(=O)CSc1nc(=O)n2cc(C)ccc2n1	3	5	0.1	3	31*	-1	-3	-1	0	0
Carrying on:
SMILES	DDE Tn6 FP inh	DDE Tn7 FP inh	proKLK7 act	PLCg1 inh	ARFGAP1 inhibitor	PLC-beta3 inh	UHRF1 MBD2 ctr	ADAM17 inh	MBD2 inh	ASAP1 inh
C=CCNC(=O)C1CCN(S(=O)(=O)CC)CC1	0	0	-0.5	2	6	-2	5	-4	0	-6
COc1ccc(-c2nn(-c3ccccc3)cc2C(=O)NCC2CCCO2)cc1 (configuration not stated)	-4	-5	0.3	2	12	-3	2	-3	0	7
Cn1cc(C(=O)NCCO)c(=O)c2ccccc21	-2	6	-0.2	1	7	-7	3	-5	2	-13
Cc1ccc(-c2cc(C(=O)N/N=C/c3ccccc3O)n[nH]2)o1	-6	-2	-6.2	-12	6	-29	-2	-10	1	9
CCCOc1ccc(C(=O)NCc2cccnc2)cc1	3	5	0.1	0	-2	1	-2	-2	-1	-2
COc1ccc(/C(C)=N/Nc2ccccc2Cl)c(O)c1	-3	1	-0.7	0	9	-6	1	-7	6	1
O=C(Nc1ccccc1)c1sc(N2CCOCC2)nc1-c1ccccc1	-7	2	-0.1	-61	-7	-78	3	0	3	-14
CCN(C(=O)COC(=O)/C(C#N)=C/c1ccc(N(C)C)cc1)C1CCS(=O)(=O)C1 (configuration not stated)	1	-1	-0.5	0	-7	-7	8	-1	0	2
Cc1ccc2cc(C#N)c(N3CCCN(S(=O)(=O)c4ccccc4)CC3)nc2c1	0	4	-2.0	-77	7	-110	-2	-30	-3	-7
CC1CCCCN1C(=O)CSc1nc2ncccc2[nH]1 (configuration not stated)	-7	-6	-0.3	2	2	-6	-2	-5	5	0
COc1ccc(-c2csc(N3C(=N)SCC3=O)n2)cc1	-5	2	0.0	0	-3	-1	-1	-3	1	3
COc1ccccc1N1CCN(C(=O)Cn2ncc3c([nH]c4ccccc43)c2=O)CC1	7	-1	-0.2	0	-7	2	3	-2	-3	-3
COc1ccc(C(=O)NCCONC(=O)c2ccc(OC)cc2)cc1	1	3	0.7	1	11	-4	3	-3	0	-3
Nc1c(NCc2ccccc2)c(=O)c1=O	-1	6	0.2	1	-4	-5	-3	1	-2	1
